LmPK inhibitor = inhibitors of Leishmania mexicana pyruvate kinase. Q27686. purified LmPK, Kinase-Glo ATP luminescence, 1 h. Potency, µM (highest dose often 57.5 µM), for the others: at the highest dose activity change, negative = inhibition, hits mostly inhibitors. 290,000 tested, 0.37% active. AID 1721; further: potency means the concentration at half of the fitted maximal effect
Target sequence (Q27686 whole entry, looked up): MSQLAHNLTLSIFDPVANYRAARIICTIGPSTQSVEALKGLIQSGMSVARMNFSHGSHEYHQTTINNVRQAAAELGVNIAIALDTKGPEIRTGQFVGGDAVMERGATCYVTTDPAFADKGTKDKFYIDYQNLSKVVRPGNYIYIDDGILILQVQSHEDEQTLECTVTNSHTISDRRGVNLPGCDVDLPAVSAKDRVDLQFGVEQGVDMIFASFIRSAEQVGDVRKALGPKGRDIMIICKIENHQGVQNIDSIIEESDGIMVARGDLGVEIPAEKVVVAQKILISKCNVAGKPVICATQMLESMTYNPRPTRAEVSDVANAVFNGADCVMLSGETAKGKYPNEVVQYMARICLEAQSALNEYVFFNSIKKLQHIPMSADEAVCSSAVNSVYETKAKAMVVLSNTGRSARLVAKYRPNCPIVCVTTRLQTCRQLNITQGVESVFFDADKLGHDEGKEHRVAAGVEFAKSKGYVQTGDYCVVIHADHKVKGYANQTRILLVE
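Purified LmPK (0.1 nM) converted ADP (0.1 mM) to ATP with PEP (0.5 mM) in imidazole buffer pH 7.2 with KCl and MgCl2, 1 h at room temperature. ATP was read by Kinase-Glo luminescence; data normalized to uninhibited and no-enzyme controls.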
HCMV antiviral = human cytomegalovirus inhibition | HFF cells, HCMV-luciferase reporter, 72 h; stronger effect = lower value | activity change, negative = inhibition, % at 57.5 µM | 410,000 tested, 4.5% active; in the data active means activity change below about -60%; inconclusive means no clear call, values can overlap the other calls; inactive means above about -39%
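Luciferase read-out from HCMV-luciferase-infected HFFs (MOI 1 PFU/cell) 72 h post infection at 37C; compounds added after 16 h cell attachment; activity normalized between buffer-only basal and Salinomycin (10uM) inhibitor controls.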
Tb PYK inh = inhibitors of Trypanosoma brucei pyruvate kinase; Q57TT1; 410,000 tested, 0.12% active; Potency, µM (titrated, usually from 76.8 µM), inactives show at the top dose activity, negative = inhibition, hits mostly inhibitors; AID 624173; TbPYK enzyme, Kinase-Glo Plus ATP luminescence, 45 min; further: potency means the concentration at half of the fitted maximal effect; nearly all actives have a fitted effect of over 50% in size
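Quantitative HTS: titrated library compounds versus trypanosomal pyruvate kinase in TEA buffer (pH 7.2) containing KCl, MgCl2, BSA and Tween-20. Reactions were initiated with ADP, 130 uM final. Kinase-Glo Plus luminescence was read after 45 min at RT.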
AMA1-RON2 inh = AMA1-RON2 (P. falciparum) interaction inhibition | AlphaScreen AMA1-biotinylated RON2 peptide binding | Potency, µM (highest dose often 58.2 µM), inactives show at the top dose activity change, negative = inhibition, actives largely listed as inhibitors | 360,000 tested, 0.2% active;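 further: potency means the concentration at half of the fitted maximal effect; 0% = vehicle wells and -100% = peptide control; nearly all actives have a fitted effect of over 45% in size; some results filed as inactive show a strong effect at the top dose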
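AMA1 (3D7) with his tag at 25 nM final met compounds first, then biotinylated RON2 peptide at 25 nM; detection used donor plus acceptor beads, 10 µg/mL apiece, read by AlphaScreen after 30 min at room temperature.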
AmpC inh detg = inhibitors of E. coli AmpC beta-lactamase with detergent; P00811; AmpC hydrolysis of nitrocefin, absorbance 480 nm, 0.01% Triton; Potency, µM (top dose mostly 114 µM), without a hit: at the top dose activity change, negative = inhibition, actives largely listed as inhibitors; 370,000 tested, 0.041% active;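 further: potency means the concentration at half of the fitted maximal effect; 0% = no-compound wells and -100% = no-enzyme wells; nearly all actives have a fitted effect of over 25% in size; some results filed as inactive show a strong effect at the top dose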
Target sequence (P00811 whole entry, looked up): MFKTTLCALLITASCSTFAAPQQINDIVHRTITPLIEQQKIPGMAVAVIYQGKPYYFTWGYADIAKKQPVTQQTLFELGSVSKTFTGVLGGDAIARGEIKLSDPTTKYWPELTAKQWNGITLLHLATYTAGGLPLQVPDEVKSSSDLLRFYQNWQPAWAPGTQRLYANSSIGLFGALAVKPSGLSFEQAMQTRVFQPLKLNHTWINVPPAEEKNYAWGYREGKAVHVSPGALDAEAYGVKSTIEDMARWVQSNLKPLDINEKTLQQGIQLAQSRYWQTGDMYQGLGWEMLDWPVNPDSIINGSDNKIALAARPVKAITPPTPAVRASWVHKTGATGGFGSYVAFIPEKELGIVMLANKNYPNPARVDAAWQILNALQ
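20 mM phosphate pH 7.0 + 0.01% (detergent screen) or 0.0001% Triton X-100; 5.3 nM AmpC reagent; cpd preinc 15 min RT; nitrocefin (800 uM stock) to start; A480 q20 s × 4 min; Activity was normalised to no-enzyme and no-compound control wells.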
AmpC inh no detg = blocks E. coli AmpC beta-lactamase in detergent-free assay | P00811 | AmpC nitrocefin hydrolysis, absorbance 480 nm, 0.0001% Triton | Potency, µM (series often up to 57.1 µM), inactives show top-dose activity change, negative = inhibition, hits mostly inhibitors | 330,000 tested, 0.52% active;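 further: potency means the concentration at half of the fitted maximal effect; plate controls were no compound for no effect and no enzyme for full effect; nearly all actives have a fitted effect of over 20% in size; some results filed as inactive show a strong effect at the top dose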
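20 mM phosphate pH 7.0 + 0.01% (detergent screen) or 0.0001% Triton X-100; 5.3 nM AmpC reagent; cpd preinc 15 min RT; nitrocefin (800 uM stock) to start; A480 q20 s × 4 min; Activity was normalised to no-enzyme and no-compound control wells.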
HCV inhibitor = HCV inhibition; Huh7.5.1 HCVcc-Cre infection, luciferase reporter, 44 h; Potency, µM (titrated, usually from 41.8 µM), without a hit: at the highest dose activity change, negative = inhibition, usual class: inhibitors; 340,000 tested, 3.4% active; AID 651820; further: potency means the concentration at half of the fitted maximal effect
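Reporter virus HCVcc-Cre (~0.5 moi) infects cells exposed to compound; seeding density 1,000 cells/well with 4 h settling beforehand. Luminescence, 15 sec read, taken 44 h post-infection following a 15 min RT substrate incubation.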
The depositor's hits bear a star; ? = inconclusive; · = no result given; & = joins results of further samples; [ ] = dose if it differs, or a comment. Unless noted, the call rests on the fitted dose curve; in most records, active means well fitted curve in the direction sought with a large enough effect; inconclusive means small, poorly fitted or top-dose-only effect, or another doubt; inactive means no such curve, though single readings can be large; an effect the other way counts as inactive or inconclusive. Unless noted, on the % scale 0 is the no-effect control and ±100 the full control effect.

No.	Structure	LmPK inhibitor	HCMV antiviral	Tb PYK inh	AMA1-RON2 inh	AmpC inh detg	AmpC inh no detg	HCV inhibitor
1	COc1ccc(-c2ocnc2C(=O)Nc2ccc(N3CCOCC3)cc2N2CCOCC2)cc1OC	-2%	43	-6%	?	-2%	-1%	?
2	Cc1ccc2c(c1)[C@H]1[C@H](CO2)[C@H](c2ccccc2)[C@]2(C)C(=O)Nc3ccc(Br)cc3C(=O)N12	·	?	6%	-6%	·	-28%	?
3	C/C(Cn1nnc2ccccc21)=N\OC(=O)c1ccccc1C	-1%	5	1%	-10%	-5%	1%	7%
4	COC(=O)c1cc(NC(=S)NC(=O)c2ccccc2)ccc1N1CCOCC1	1%	-12	-1%	55%[activator]	-5%	24%	?
5	CCC(=O)c1cn(CC(=O)Nc2ccccc2F)c2ccccc12	2%	-15	6%	4%	-15%	-23%	-27%
6	CCc1sc(C(=O)Nc2nc(-c3ccccn3)cs2)cc1C	·	·	-8%	-36%	·	-16%	18µM*
7	CC(C)(C)c1ccc(C(=O)N(Cc2ccc(F)cc2)Cc2ccco2)cc1	·	-9	-13%	·	21%	·	·
8	Cc1ccc(Cl)cc1NC(=O)NCc1cccn1Cc1ccc(F)cc1	·	-26	4%	·	-9%	·	·
9	Cc1cc(S(=O)(=O)NC2CCCCC2)ccc1OCC(=O)N1CCOCC1	0%	-26	0%	23%	-9%	15%	15%
10	CN(Cc1ccccc1)S(=O)(=O)c1ccc(OCC(=O)N2CCOCC2)cc1	-5%	15	-19%	5%	-2%	84%[activator]	19%
11	N#Cc1cc2c(nc1Cl)CCCC2	1%	10	-4%	5%	10%	-6%	?
12	CN1CCN(C(=O)c2c(NC(=O)c3ccco3)sc3c2CCC(C(C)(C)C)C3)CC1 (stereo not drawn)	2%	-38	4%	-14%	-15%	136%[activator]	4%
13	COC(=O)C1=C(C)NC(=O)CC1c1cccc(Cl)c1Cl (stereo not drawn)	2%	2	-8%	-9%	-4%	-23%	5%
14	COc1cccc(CN2CCN(CCCc3ccccc3)C(CCO)C2)c1OC (stereo not drawn)	4%	39	2%	-9%	-20%	25%	-16%
15	Clc1ccc2oc(-c3ccccc3)cc(=NCCCN3CCOCC3)c2c1	-4%	7	4%	-6%	4%	-7%	?
16	COc1ccc(C2=NN(C(=O)CSc3nc(=O)n4cc(C)ccc4n3)C(c3ccc(C)cc3)C2)cc1 (stereo not drawn)	·	?	-1%	2%	-17%	-13%	?
17	Cc1cccc(-c2nnc(SCc3ccc(C#N)cc3)n2Cc2ccco2)c1	1%	-35	-16%	9%	-13%	-1%	-28%
18	COc1ccccc1CNC(=O)c1ccc(Cl)c(NC2=NC3CS(=O)(=O)CC3S2)c1 (stereo not drawn)	4%	-9	-2%	2%	3%	-9%	7%
19	CC(C)=CC(=O)OCC(=O)NC1CCCc2ccccc21 (stereo not drawn)	0%	-25	-4%	1%	-1%	-10%[2.29 µM]	13%
20	CCC(C)NC(=O)c1cn(CC)c2ccc(S(=O)(=O)N(C)C)cc2c1=O (stereo not drawn)	3%	-16	0%	8%	-5%	6%	-19%
21	CN(C)C(=O)c1cccc(-c2cnc3c(NC=O)cc(-c4cccc(F)c4)cn23)c1	·	49	-9%	5%	·	·	·
22	Cc1cc(=O)[nH]c(SCC2(O)C3CC4CC(C3)CC2C4)n1 (stereo not drawn)	-10%	-3	0%	1%	4%	-7%	11%
23	COc1ccc(S(=O)(=O)NC2CCCC2)c(Cl)c1Cl	7%	24	-4%	2%	5%	-19%	-25%
24	O=C(Nc1cccc([N+](=O)[O-])c1)c1ccc2c(c1)OCO2	-1%	?	3%	14%	?	-26%	-8%
25	O=C(Nc1nc2ccc(F)cc2s1)C1=COCCO1	·	4	?	0%	0%	-5%	-13%
26	CC(NC(=O)[C@H](Cc1c[nH]c2ccccc12)NC(=O)[C@@H]1Cc2ccccc2CN1)c1ccccc1 (stereo partly drawn)	0%	·	0%	-1%	?	-12%	?
27	CCCCC12CN3CC(C)(CN(C1)C3c1c(C)[nH]c(=O)[nH]c1=O)C2=O (stereo not drawn)	·	3	4%	·	4%	·	·
28	CC12CN3CC(=O)N4CC5(C)CN(CC(C)(C4)C5=O)C(=O)CN(C1)CC(C)(C3)C2=O	-4%	-14	-3%	42%[activator]	-13%	-10%	-9%
29	O=C(CS(=O)(=O)c1ccc(Cl)cc1)NCCS(=O)(=O)c1ccc(Cl)cc1	-3%	-7	7%	5%	9%	-3%	22%
30	S=C1N(c2ccccc2)C(c2ccc(Cl)cc2)N2CCCN12 (stereo not drawn)	2%	-2	1%	-7%	5%	1%	9%

Compound profiles, from the list above:
Shown for COc1cccc(CN2CCN(CCCc3ccccc3)C(CCO)C2)c1OC (stereo not drawn) → LmPK inhibitor = 4%; HCMV antiviral = 39; Tb PYK inh = 2%; AMA1-RON2 inh = -9%; AmpC inh detg = -20%; AmpC inh no detg = 25%; HCV inhibitor = -16%
Shown for CC(NC(=O)[C@H](Cc1c[nH]c2ccccc12)NC(=O)[C@@H]1Cc2ccccc2CN1)c1ccccc1 (stereo partly drawn) → LmPK inhibitor = 0%; HCMV antiviral = ·; Tb PYK inh = 0%; AMA1-RON2 inh = -1%; AmpC inh detg = ?; AmpC inh no detg = -12%; HCV inhibitor = ?

(listing goes on)
No.	Structure	LmPK inhibitor	HCMV antiviral	Tb PYK inh	AMA1-RON2 inh	AmpC inh detg	AmpC inh no detg	HCV inhibitor
31	O=C(NCCOc1ccc(F)cc1)C1CCC(=O)N(CC2CCCCC2)C1 (stereo not drawn)	6%	-15	0%	13%	3%	128%[activator]	4%
32	C/C(=N/NS(=O)(=O)c1ccccc1)c1ccc(Cl)cc1	4%	-2	-1%	23%	0%	-15%	14%
33	COc1ccc(C)cc1NC(=O)Nc1cccc(C)c1	1%	4	7%	-7%	4%	-32%	?
34	CCN1C(=O)[C@H]2[C@@H](c3ccccc3)N[C@]3(CCCN(Cc4ccccc4)C3=O)[C@H]2C1=O	·	-7	3%	-7%	·	·	·
35	CC(C)(C)c1ccc(C(=O)NCC(=O)OCC(=O)N2CCCC2)cc1	·	-10	2%	2%	-1%	23%	16%
36	Clc1ccc(-c2csc(N/N=C\c3cccnc3)n2)cc1	-2%	44	-9%	4%	?	-20%	-18%
37	Cc1cc(C)nc(NS(=O)(=O)c2ccc(NC(=O)COc3ccc(Cl)cc3C)cc2)n1	·	35	1%	·	-5%	·	·
38	CCCCCn1c(NCc2ccco2)nc2ccccc21	-1%	?	0%	-7%	?	2%	-1%
39	CN(Cc1cccs1)C(=O)CCc1ccc(S(=O)(=O)N2CCOCC2)cc1	-6%	7	-2%	-4%	-7%	45%	-3%
40	COc1ccc2nc(CC(C)(C)CC(=O)O)c[n+]([O-])c2c1	-13%	-16	-2%	1%	1%	-4%	13%
41	CCCCn1c(N)c(N(CCOC)C(=O)Cn2c(=O)oc3ccccc32)c(=O)[nH]c1=O	·	4	-6%	0%	-14%	-15%	11%
42	COc1ccccc1-c1ccc(SCc2ccc([N+](=O)[O-])cc2)nn1	2%	-68*	-4%	-19%	?	-32%	?
43	CCOC(=O)c1ccc(NC(=O)c2ccc(-c3cccc(Cl)c3C)o2)cc1	·	15	1%	·	1%	·	·
44	CCN(CC)C(=O)CSc1nc2ccccc2c(=O)[nH]1	-7%	17	-10%	-3%	3%	-26%	2%
45	Cc1c(C(=O)Nc2ccc3oc(-c4cccnc4)nc3c2)oc2ccccc12	-4%	-67*	0%	-21%	?	31%[activator]	?
46	Cc1ccc(NC(=O)C2CCN(c3ncnc4c3nc3n4CCCCC3)CC2)nc1	0%	-91*	9%	?	3%	123%[activator]	13µM*
47	N#Cc1ccccc1OCC(=O)NC(N)=O	-2%	-3	1%	-9%	-10%	-12%	2%
48	CCC1CCCCN1C(=O)c1ccc(OC2CCN(C(=O)C3CC3)CC2)cc1 (stereo not drawn)	9%	-23	-1%	2%	1%	45%	-9%
49	COc1ccc(N2CCN(S(=O)(=O)c3c(C)[nH]c(=O)[nH]c3=O)CC2)cc1	·	0	-10%	·	-1%	·	·
50	CN1C(=O)NC(c2ccc(O)cc2)C2=C1CN(c1cccc3ccccc13)C2=O (stereo not drawn)	1%	-2	1%	-5%	?	-27%	-3%
51	Cc1ccn2c(=O)c(NC(=O)c3cccc([N+](=O)[O-])c3C)c(C)nc2c1	·	13	3%	·	-1%	·	·
52	O=C(Nc1ccccc1O)c1ccc([N+](=O)[O-])cc1	1%	32	-20%	9%	6%	-5%	21%
53	Cc1cccc(COC(=O)C(Cc2ccccc2)NC(N)=O)c1 (stereo not drawn)	-7%	-7	-1%	-3%	2%	-3%	3%
54	CC(=O)N1c2ccc(S(=O)(=O)N3CCC(C(=O)NC4CCCC(C)C4C)CC3)cc2CC1C (stereo not drawn)	1%	-7	1%	0%	0%	138%[activator]	7%
55	COc1ccc(Cl)cc1NC(=O)CSc1nc(N2CCCCC2)nc(N2CCCCC2)n1	11%	-13	1%	-1%	-1%	?	4%&16%
56	Cc1cc(C(=O)NCC2CCCCC2)ccc1[N+](=O)[O-]	-6%	40	-2%	-12%	-5%	-31%	6%
57	CC(C)(C)OC(=O)NCCCCCNC(=O)c1nc[nH]c1C(=O)NCCCCCNC(=O)OC(C)(C)C	·	-75*	-1%	166%[activator]	·	171%[activator]	10µM*
58	O=C(CN(C(=O)CNC(=O)c1cccs1)c1cccc(F)c1)NC1CCCC1	-3%	-30	2%	2%	2%	2%	13%
59	CCOc1ccccc1N1CCN(C(=O)c2ccc(OCC(=O)N3CCOCC3)c(OC)c2)CC1	-12%	·	4%	86%[activator]	7%	72%[activator]	-1%
60	CCN1CCS/C1=C\C=C\C1=[N+](CC)CCS1	-5%	-104*	-2%	0%	?	-3%	6.3µM*
61	O=[N+]([O-])c1cc(C(F)(F)F)ccc1NCCNC(=S)Nc1ccc(Cl)cc1	4%	?	-9%	-22%	7%	-33%	?
62	O=C(NCCn1cc(SCc2ccccc2F)c2ccccc21)c1cccs1	·	-2	-8%	·	5%	·	·

From PubChem
